Tau FP inhib: qHTS for Inhibitors of Tau Fibril Formation, Fluorescence Polarization; Potency, µM (doses to about 57.7 µM), for inactives: at the top dose activity, negative = inhibition, hits mostly inhibitors; K18 P301L tau heparin fibrillization, Alexa594 FP, 6 h; Microtubule-associated protein tau (Homo sapiens), P10636; 280,000 compounds, 0.39% hits; AID 1468, 2008; further: on the % scale 0 is the no-effect control and ±100 the full control effect; nearly all actives have a fitted effect of over 55% in size
Target sequence (P10636 561-689 P618L limits assumed): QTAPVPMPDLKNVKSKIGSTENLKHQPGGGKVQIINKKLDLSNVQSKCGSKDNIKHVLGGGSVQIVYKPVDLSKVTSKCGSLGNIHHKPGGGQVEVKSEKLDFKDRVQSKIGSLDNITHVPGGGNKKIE
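Recombinant K18 P301L […], labeled with Alexa 594 at 0.24 uM over 15 uM unlabeled; heparin inducer 20 uM final; 37 C, 6 hr; FP endpoint.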
ALDH1A1 block: qHTS Assay for Inhibitors of Aldehyde Dehydrogenase 1 (ALDH1A1); AID 1030, 2008; Potency, µM (top dose mostly 75.3 µM), for the others: top-dose activity, negative = inhibition, hits mostly inhibitors; Purified ALDH1A1, NADH fluorescence, propionaldehyde substrate; 220,000 compounds, 7.3% hits; active means well fitted inhibition curve with a large enough effect, not every such curve was filed as active; inconclusive means small, poorly fitted or top-dose-only effect, or another doubt; inactive means no such curve, though single readings can be large or run the other way;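 further: plate controls were no enzyme wells and a reference inhibitor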
Target sequence (P00352 whole entry, looked up): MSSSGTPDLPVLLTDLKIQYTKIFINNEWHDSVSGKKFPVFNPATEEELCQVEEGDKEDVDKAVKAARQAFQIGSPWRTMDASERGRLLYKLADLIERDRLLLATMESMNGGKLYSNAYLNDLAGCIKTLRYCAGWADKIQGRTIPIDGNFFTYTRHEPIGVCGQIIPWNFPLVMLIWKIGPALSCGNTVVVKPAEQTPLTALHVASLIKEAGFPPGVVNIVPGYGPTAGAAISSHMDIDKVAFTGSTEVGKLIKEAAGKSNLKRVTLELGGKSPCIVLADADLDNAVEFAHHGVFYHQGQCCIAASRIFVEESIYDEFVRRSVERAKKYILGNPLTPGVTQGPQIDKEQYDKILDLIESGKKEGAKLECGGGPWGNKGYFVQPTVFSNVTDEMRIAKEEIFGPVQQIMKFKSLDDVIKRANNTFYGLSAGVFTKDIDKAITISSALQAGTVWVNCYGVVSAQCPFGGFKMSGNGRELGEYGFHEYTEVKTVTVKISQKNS
Tau fluor counter: Counterscreen qHTS for Inhibitors of Tau Fibril Formation, Fluorescence Polarization. Potency, µM (series often up to 57.7 µM), for the others: top-dose activity change, negative = decrease. tau K18 P301L Alexa594 fluorescence, heparin fibrillization. 280,000 compounds, 0.93% hits. AID 1463, 2008; further: on the % scale 0 is the no-effect control and ±100 the full control effect; nearly all actives have a fitted effect of over 55% in size
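Human tau K18 P301L (15 uM unlabeled, 0.24 uM Alexa 594-labeled) in 100 mM sodium acetate pH 7 with 20 uM heparin, 6 hr at 37 C. ThT 30 uM added, 1 hr ambient; Alexa 594 FP and total fluorescence read at 555/632 nm.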
SMN2 splice enh: qHTS Assay for Enhancers of SMN2 Splice Variant Expression; Potency, µM (doses to about 46.1 µM), for the others: top-dose activity change, positive = activation, most hits filed as activators; AID 1458, 2008; HEK293 SMN2-luciferase splicing reporter, luminescence, 30-36 h; 210,000 compounds, 2.8% hits; further: % of control where 0% means no effect; nearly all actives have a fitted effect of over 55% in size
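qHTS luciferase splicing reporter: luminescence rises when SMN2 exon 7 is included in transfected HEK293 cells. Compound exposure lasted 30-36 h at 37C, with 4.5 mM final sodium butyrate as control, followed by a ONE-Glo read.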
KDM4E inh: qHTS Assay for Inhibitors of Human Jumonji Domain Containing 2E (JMJD2E); Lysine-specific demethylase 4E (Homo sapiens), B2RXH2; JMJD2E catalytic domain, FDH-coupled NADH fluorescence (FDH is formaldehyde dehydrogenase); Potency, µM (highest dose often 57.1 µM), for the others: at the top dose activity change, negative = inhibition, actives largely listed as inhibitors; 230,000 compounds, 1.6% hits; active means well fitted inhibition curve with a large enough effect, not every such curve was filed as active; inconclusive means small, poorly fitted or top-dose-only effect, or another doubt; inactive means no such curve, though single readings can be large or run the other way;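 further: 0% = wells with enzyme and -100% = buffer wells without enzyme; nearly all actives have a fitted effect of over 50% in size; many of its hits are not listed in these tables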
Target sequence (B2RXH2 1-337 limits assumed): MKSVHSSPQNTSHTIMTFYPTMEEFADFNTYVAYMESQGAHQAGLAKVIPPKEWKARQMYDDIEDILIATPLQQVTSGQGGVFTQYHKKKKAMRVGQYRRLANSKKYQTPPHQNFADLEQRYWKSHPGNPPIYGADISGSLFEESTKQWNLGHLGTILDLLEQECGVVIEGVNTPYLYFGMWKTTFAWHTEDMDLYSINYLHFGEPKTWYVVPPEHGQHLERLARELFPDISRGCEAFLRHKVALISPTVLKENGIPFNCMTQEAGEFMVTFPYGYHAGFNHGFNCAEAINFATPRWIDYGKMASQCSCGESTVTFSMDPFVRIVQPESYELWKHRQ
HttQ103 aggreg: qHTS Multiplex Assay to Identify Dual Action Probes in a Cell Model of Huntington: Aggregate Formation (GFP); AID 1688, 2009; 220,000 compounds, 1.1% hits; PC12 HttQ103-GFP aggregates, Acumen cytometry, 40 h; Potency, µM (highest dose often 46.1 µM), without a hit: top-dose activity change, negative = inhibition, hits mostly inhibitors; further: on the % scale 0 is the no-effect control and ±100 the full control effect; nearly all actives have a fitted effect of over 60% in size
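Inducible Q103 Huntingtin exon 1–GFP PC12 line, 1500 cells/well in phenol red free DMEM with 5% equine and 5% calf serum. Tebufenozide 100 nM induced expression; compounds titrated; aggregates quantified by cytometry.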
Tau fibril ThT: qHTS for Inhibitors of Tau Fibril Formation, Thioflavin T Binding; Microtubule-associated protein tau (Homo sapiens), P10636; recombinant tau K18 P301L (four-repeat tau fragment), heparin-induced fibrillization, ThT fluorescence; Potency, µM (series often up to 57.4 µM), without a hit: at the highest dose activity, negative = inhibition, most hits filed as inhibitors; 270,000 compounds, 2.1% hits; further: on the % scale 0 is the no-effect control and ±100 the full control effect; nearly all actives have a fitted effect of over 55% in size
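Tau K18 P301L fragment (15 uM unlabeled plus 0.24 uM Alexa 594-labeled) in 100 mM sodium acetate pH 7 with compound, fibrillization induced by 20 uM heparin for 6 hr at 37 C. Thioflavin T (30 uM) added, fluorescence read after 1 hr (ex 450, em 510 nm).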
HTT ATP protect: qHTS Multiplex Assay to Identify Dual Action Probes in a Cell Model of Huntington: Cytoprotection (ATP) | PC12 HTT-Q103 induced, cytoprotection, ATP luminescence, 40 h | Potency, µM (top dose mostly 56.4 µM), without a hit: cytoprotection (ATP increase), hits mostly activators | 230,000 compounds, 0.14% hits | AID 1471, 2008;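 further: % of control where 0% means no effect; nearly all actives have a fitted effect of over 45% in size; toxic huntingtin expression switched on by the ecdysone agonist tebufenozide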
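Quantitative HTS on tebufenozide-induced (100 nM) PC12 cells expressing HTTQ103 exon 1–GFP; compounds tested as a concentration series; survival measured via cellular ATP.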
* marks the source's active call; other numbers are inactive results; ? = inconclusive; nt = no result given; & = joins results of further samples; [ ] = another dose, or the depositor's remark. Unless noted, the call rests on the fitted dose curve; in most records, active means well fitted curve in the direction sought with a large enough effect; inconclusive means small, poorly fitted or top-dose-only effect, or another doubt; inactive means no such curve, though single readings can be large; an effect the other way counts as inactive or inconclusive. Potency means the concentration at half of the fitted maximal effect.

SMILES	Tau FP inhib	ALDH1A1 block	Tau fluor counter	SMN2 splice enh	KDM4E inh	HttQ103 aggreg	Tau fibril ThT	HTT ATP protect
Cc1ccc(S(=O)(=O)N2CCN(c3nc(C)nc4sc(C)c(C)c34)CC2)cc1	-1%	3%	-3%	5%	5%	0%	-6%	4%[10 µM]
COc1cccc(/C=C/C(=O)Nc2ccc3nc4n(c(=O)c3c2)CCCC4)c1OC	?	?	?	nt	7%	?	?	-97%[inhibitor][10 µM]
COc1ccc(N(CC(=O)N/N=C/c2cccc3c2OCCO3)S(=O)(=O)c2ccc(NC(C)=O)cc2)cc1	?	?	?	-7%	?	18%	3%	-13%
CCOC(=O)c1cc2occc2n1CC(=O)NC1CCCCC1C (stereo not given)	2%	1%	-4%	-12%	-4%	14%	-6%	3%[10 µM]
CCCN(CCC)CCNC(=O)CS(=O)Cc1nc(-c2ccc(OC)c(OC)c2)oc1C (stereo not given)	-6%	nt	-6%	6%	nt	nt	-9%	nt
CCOc1cc(/C=C2\N=C(C)OC2=O)cc(Br)c1OCCc1ccccc1	-1%	0%	-1%	-9%	-5%	-1%	-14%	-23%
CC(=O)N/C(=N/c1nc(C)cc(C)n1)Nc1ccc(NC(C)=O)cc1	7%	11%	-2%	21%	-2%	-3%	-3%	-9%
CCNC(=O)NC(=O)COC(=O)CCc1nc(=O)c2ccccc2n1C	-2%	-2%	-3%	11%	-2%	11%	-6%	23%[10 µM]
CCCOc1ccc(-c2nc3ccc(Br)cc3c(=O)o2)cc1	-8%	nt	-9%	1%	nt	nt	-11%	nt
CCN(CC)S(=O)(=O)c1cc(NS(=O)(=O)c2ccc(Cl)c(C(=O)O)c2)ccc1C	4%	nt	-4%	nt	-16%	-17%[9.22 µM]	-5%	-2%[10 µM]
O=C(Nc1ccon1)c1ccc(OC2CCCC2)cc1	4%	?	-4%	18µM*	3%	-12%	-8%	nt
O=c1c(-c2ccccc2)c(O)c2c(n1-c1ccccc1)CCCC2	-7%	-18%	5%	-22%	-1%	2%	5%	nt

Sorted by value in ALDH1A1 block (lowest first): three of the compounds above
| smiles | Tau FP inhib | ALDH1A1 block | SMN2 splice enh | KDM4E inh | HttQ103 aggreg | Tau fibril ThT |
| --- | --- | --- | --- | --- | --- | --- |
| CCNC(=O)NC(=O)COC(=O)CCc1nc(=O)c2ccccc2n1C | -2% | -2% | 11% | -2% | 11% | -6% |
| CCOC(=O)c1cc2occc2n1CC(=O)NC1CCCCC1C (stereo not given) | 2% | 1% | -12% | -4% | 14% | -6% |
| Cc1ccc(S(=O)(=O)N2CCN(c3nc(C)nc4sc(C)c(C)c34)CC2)cc1 | -1% | 3% | 5% | 5% | 0% | -6% |

New compounds follow
SMILES	Tau FP inhib	ALDH1A1 block	Tau fluor counter	SMN2 splice enh	KDM4E inh	HttQ103 aggreg	Tau fibril ThT	HTT ATP protect
CCN(CC)c1ncnc2ccc(Br)cc12	-2%	?	-8%	-5%	1%	13µM*	-12%	15%
CC(=O)Oc1ccc(C2C3=C(CC(C)(C)CC3=O)Nc3cc4c(cc32)OCCO4)cc1 (stereo not given)	14%	?	-23%	46%	?	-3%	-3%	-12%
C#CCCOC(=O)N1C2=NC(C(=O)OC)=C(C(=O)OC)[C@@H]3N(CC=C)c4ccccc4[C@]23C[C@H]1C(=O)OC	-6%[11.6 µM]	4%[13.5 µM]	-6%[11.6 µM]	4%[9.22 µM]	14%[11.4 µM]	-5%[9.22 µM]	-2%[11.5 µM]	5%&-6%[10 µM]
Cc1cc(Nc2cccc(F)c2)n2c(n1)nc1ccccc12	2%	1%	-13%	5%	-20%	-8%	-5%	-21%
OCCNc1nc(SCc2ccccc2)nc2sc3c(c12)CCC3	4%	?	?	-17%	-3%	?	?	-38%
O=C(CNC(=S)N(Cc1ccccc1)Cc1cccnc1)NC1CCCCC1	10%	13µM*	-4%	-4%[1.84 µM]	5%	16%	-2%	-16%[10 µM]
COc1ccc2c(COC(=O)CC3Sc4ccccc4NC3=O)cc(=O)oc2c1 (stereo not given)	-8%	?	-22%	4%	-1%	-8%	?	12%[10 µM]
CCOc1ccc(NC(=S)N(CCc2c(C)[nH]c3ccc(C)cc23)Cc2ccncc2)cc1	?	-13%	?	2%	-10%	6%	?	nt
COc1ccc(CCNC(=O)COC(=O)COc2ccc(Cl)cc2)cc1OC	-1%	9%	-4%	-5%	10%	-2%	-6%	-19%
Cc1ccc(OCCNC(=O)c2cc(C(=O)NCCOc3ccc(C)cc3)cc([N+](=O)[O-])c2)cc1	14%	0%	?	4%	8%	-29%	-5%	nt
O=c1cc(-c2ccccc2)c2ccc(O)c(CN3CCCCC3)c2o1	6%	?	2%	-15%	?	-33%	-2%	-16%
S=C(Nc1cccnc1)Nc1ccccc1Br	-11%	16%	-7%	7%	-21%	-2%	-9%	30%[10 µM]
Cc1ccc(S(=O)(=O)Nc2nc3ccccc3nc2NCc2ccc3c(c2)OCO3)cc1C	5%	?	-20%	0%	?	14%	-8%	14%[10 µM]
Cc1ccc(OC(=O)CCC(=O)Nc2ccc(S(=O)(=O)Nc3cc(C)on3)cc2)cc1	4%	-7%	5%	6%	-2%	8%	-8%	-5%[10 µM]
Cn1ccnc1C(O)c1ccco1 (stereo not given)	13%	1%	10%	9%	-1%	3%	6%	10%[10 µM]
Cc1nc2ccccn2c1-c1csc(NCc2ccco2)n1	-11%	22µM*	-17%	-71%[inhibitor]	?	5.6µM*	?	16%
COc1cccc(CN(CC2CCCO2)S(=O)(=O)c2ccc(-n3cnnn3)c(OC)c2)c1 (stereo not given)	4%	?	-24%	nt	11%	-2%[9.22 µM]	-11%	-6%[10 µM]
O=C(COC(=O)C1CC(=O)N(Cc2ccco2)C1)c1ccc(OC(=O)c2ccco2)cc1 (stereo not given)	4%	1.6µM*	-2%	11%	3%	3%	0%	13%[10 µM]
N#CCCn1c(SCC(=O)NCCc2ccc(F)cc2)nc2ccccc21	1%	8%	-4%	-8%	3%	11%	-2%	-9%[10 µM]
CCCCCCn1c(CN2CCCCC2CC)nc2c1c(=O)n(C)c(=O)n2C (stereo not given)	8%	6%	7%	-38%[inhibitor]	4%	-8%	-2%	5%[10 µM]
c1ccc(-c2ccc(OCCCNC3CCCC3)cc2)cc1	13%	?	3%	-21%	-41%	nt	-2%	nt
CCOC(=O)c1cnc(SCC)[nH]c1=O	-8%&1%	8%	-2%&17%	-15%	2%&2%	-9%	-1%	11%&34%[10 µM]
COc1cc(/C=C/C(=O)N2CCCC2)cc(OC)c1OC	1%	?	11%	28%	?	16%	-6%	-4%[0.074 µM]
CC(C)Oc1ccc(C(=O)Nc2cc(=O)n(C)c(=O)n2C)cc1	7%	-6%	-7%	1%	-3%	0%	-7%	-12%
Cc1nc2ccccc2cc1C(=O)N/N=C/c1ccccc1[N+](=O)[O-]	3%	1%	4%	-15%	4%	9%	5%	8%[10 µM]
CCOc1ccc(Oc2ccccc2NC(=O)CCNC(C)=O)cc1	-1%	3%	-8%	-11%	-22%	-19%	-7%	-179%[inhibitor]
CCOc1ccc2c(c1)c(=O)c(C(=O)c1ccc3c(c1)OCO3)cn2Cc1ccc(F)cc1	-8%	nt	-2%	-5%	nt	nt	4%	nt
OC(COC(c1ccccc1)c1ccccc1)CN1CCCCC1 (stereo not given)	4%	-7%	8%	7%	12%	-12%	8%	-24%[1.9 µM]
CN(C)C(=O)c1cn(-c2ccccc2)nc1-c1cccc([N+](=O)[O-])c1	-8%	8.9µM*	-13%	-11%	3%	15%	-6%	-24%
O=C(CSc1nc2ccccc2s1)NC1CCCc2ccccc21 (stereo not given)	-11%	?	-21%	-8%	-7%	13%	?	3%[10 µM]
COc1ccc(/C=C2\CN(Cc3ccccc3)C/C(=C\c3ccc(OC)cc3)C2=O)cc1	-1%	16µM*	-10%	-8%[1.84 µM]	?	-4%	?	38%[10 µM]
Cc1ccc2nsnc2c1N	2%	-1%	-11%	nt	-2%	-5%[9.22 µM]	?	22%[10 µM]
CC(Oc1ccc(Cl)cc1Cl)C(=O)NCCCn1ccnc1 (stereo not given)	-9%	-4%	-5%	-6%	7%	-17%	-6%	20%[10 µM]
CCOC(=O)c1c(CN2CCOCC2)n(-c2ccccc2)c2ccc(O)cc12	9%	3%	-21%	13%	-14%	0%	-10%	-22%
COc1ccc(NC(=O)c2ccccc2-c2ccc(C(F)(F)F)cc2)cc1S(=O)(=O)N1CCOCC1	0%	-5%	-11%	?	10%	19%	-5%	-5%[10 µM]
CCCCCCCC(=O)Nc1ccc(C(=O)N/N=C/c2cccc([N+](=O)[O-])c2)cc1	6%	4%	-20%	-30%	4%	-14%	?	-97%[inhibitor]
C/[N+]([O-])=C\c1coc2ccccc2c1=O	-5%	2%	-6%	-3%	-5%	-18%	-5%	19%[10 µM]
c1cncc(-c2nc(-c3cccs3)cs2)c1	3%	-15%	-4%	-4%	?	-9%	-5%	-18%
CCCCc1c(O)nc(SCCC(=O)O)[nH]c1=O	-7%	12%	-3%	-16%	2%	-9%	-7%	14%
Cc1nc(-c2ccncc2)nc(NCCNc2ncccc2C(F)(F)F)c1Cl	2%	nt	-6%	nt	8%	-9%[9.22 µM]	-1%	-9%[10 µM]
CCN(CC)/C(=N/O)NC(=O)NS(=O)(=O)c1ccc(C)cc1	1%	-4%	0%	-12%	7%	8%	-7%	-6%
CC(C)C(=O)c1ccc(O)c(O)c1	-4%	nt	-8%	nt	25µM*	-14%[9.22 µM]	-5%	23%[10 µM]
O=C(Cn1cc(C(=O)C(F)(F)F)c2ccccc21)N1CCOCC1	-1%	6%	6%	-5%	-2%	20%	6%	-14%

Screening results as filed in PubChem.

The list is partial, so the mix of outcomes need not match the whole.
